TSHR antag = Antagonists of the Thyroid Stimulating Hormone Receptor: HTS campaign; TSHR-expressing cells, TSH-stimulated cAMP HTRF, 2 h; stronger effect = lower value; activity change, negative = inhibition, % at 11.5 µM; 330,000 compounds, 0.2% hits; AID 504810, 2011;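 active = activity change below a set negative limit, meaning inhibition stronger than a set level, cut at about -70% in these data; inconclusive = activity change between two set negative limits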; note: % is set by controls: 0 for no effect and ±100 for the full control effect
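Read-out is FRET at 665 nm (cryptate excitation 337 nm) from a cryptate-tagged anti-cAMP antibody, competed by cell cAMP against cAMP-d2. Compounds are tested on freshly harvested TSHR cells challenged with 4nM TSH (EC80) for 2 hours at 37 deg C.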
Integrin act MD = qHTS for Activators of Integrin-Mediated Alleviation for Muscular Dystrophy; alpha7betagal myoblasts, beta-gal FDG fluorescence, 48 h; Potency, µM (highest dose often 38.3 µM), inactives show top-dose activation, hits mostly activators; 350,000 compounds, 0.064% hits; AID 624291, 2012;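 note: potency is the fitted concentration of half-maximal effect; 100% = response of the positive control SU9516; nearly all actives have a fitted effect of over 60% in size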
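alpha7betagal+/- myoblasts (passage 13, 250/well) treated 48 h at 37C with compounds at 1:260 dilution of DMSO stock. Lysed, then beta-galactosidase activity read as FDG fluorescence (ex 480/em 540) after 30 min, with pre-read for autofluorescence.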
ASM inhibitor = Inhibitors of Secretory Acid Sphingomyelinase (S-ASM): qHTS. placental ASM, HMU-PC fluorogenic substrate, 60 min. 340,000 compounds, 0.006% hits. Potency, µM (series often up to 57.5 µM), for the others: at the highest dose activity change, negative = inhibition, hits mostly inhibitors. AID 504937, 2011; note: potency is the fitted concentration of half-maximal effect
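Fluorescence read-out (Ex 386 nm, Em 447 nm) after stopping the reaction at pH 10. Enzyme: ASM from human placenta; substrate HMU-PC0, 9 uM final; 60 min, 37 °C. Compound preincubation 10 min, ambient temperature.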
Eya2 phos inh = qHTS Assay for Inhibitors of the Phosphatase Activity of Eya2; 330,000 compounds, 0.006% hits; recombinant Eya2, OMFP fluorescence dephosphorylation (OMFP is methylfluorescein phosphate); Potency, µM (titrated, usually from 76.9 µM), for the others: at the highest dose activity, negative = inhibition, actives largely listed as inhibitors; AID 488837, 2010; note: potency is the fitted concentration of half-maximal effect; % is set by controls: 0 for no effect and ±100 for the full control effect
Target sequence (O00167 whole entry, looked up): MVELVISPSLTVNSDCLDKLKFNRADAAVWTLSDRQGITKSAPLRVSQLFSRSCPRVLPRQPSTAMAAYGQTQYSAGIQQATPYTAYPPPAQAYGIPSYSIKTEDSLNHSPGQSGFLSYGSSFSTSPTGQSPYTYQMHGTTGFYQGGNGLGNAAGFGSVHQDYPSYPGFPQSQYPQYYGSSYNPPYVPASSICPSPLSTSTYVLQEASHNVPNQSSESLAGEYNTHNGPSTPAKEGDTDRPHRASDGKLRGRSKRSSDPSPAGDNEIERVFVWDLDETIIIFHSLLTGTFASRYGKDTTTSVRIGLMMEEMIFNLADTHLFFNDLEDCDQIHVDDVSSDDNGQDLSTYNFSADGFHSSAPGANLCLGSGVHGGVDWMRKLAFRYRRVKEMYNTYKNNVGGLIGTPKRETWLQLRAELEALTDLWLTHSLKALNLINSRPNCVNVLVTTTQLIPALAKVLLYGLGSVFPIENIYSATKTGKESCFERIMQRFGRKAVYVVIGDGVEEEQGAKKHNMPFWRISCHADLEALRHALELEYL
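Eya2 (0.2 uM) preincubated 10 min at ambient with compound, then OMFP substrate added at 50 uM; 10 min reaction in 50 mM HEPES pH 7.5, 50 mM NaCl, 5 uM MgCl2, 0.05% BSA, 1 mM DTT. Fluorescence read at Ex 485/Em 525 nm.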
Chronic BCR inh = qHTS Assay to Find Inhibitors of Chronic Active B-Cell Receptor Signaling. ABC-DLBCL IkBa-CBG/CBR reporter, luminescence ratio, 4 h. Potency, µM (titrated, usually from 46.1 µM), inactives show top-dose ratio change, negative = lower green/red ratio, most hits filed as inhibitors. 340,000 compounds, 0.05% hits. AID 493014, 2011; active = well fitted inhibition curve with a large enough effect in the signal ratio, with a control signal flat, not every such curve was filed as active; inconclusive = small, poorly fitted or top-dose-only effect, or effect the other way, or a change in a side signal; the % refers to the signal ratio;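 note: potency is the fitted concentration of half-maximal effect; plate controls were basal doxycycline-induced cells for no effect and cells given 10 µM MG132 for full effect; MG132 reads +100%, hits lower the ratio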
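TMD8 ABC-DLBCL cells carrying doxycycline-inducible green luciferase fused to IkappaBalpha plus unfused red luciferase were exposed to compounds (up to 46 uM) for 4 hrs at 37C. Activity came from the overlap-corrected green/red luminescence ratio.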
AT treatment = qHTS Assay for Identifying a Potential Treatment of Ataxia-Telangiectasia. […] A-T fibroblasts, KAP-1 phosphorylation AlphaLISA; neocarzinostatin DNA damage 30 min before lysis. Potency, µM (top dose mostly 57.5 µM), without a hit: at the top dose activation, actives largely listed as activators. 320,000 compounds, 0.19% hits. AID 485349, 2010; note: potency is the fitted concentration of half-maximal effect; % of control where 0% means no effect; nearly all actives have a fitted effect of over 45% in size
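ATM-like activity read as KAP-1 phosphorylation via AlphaLISA donor/acceptor antibody pairs after lysis and 6 hr at 25C. Cells were ATM-null patient fibroblasts ([…], hTERT), dosed 60 min, then exposed to the DSB inducer NCS for 30 min.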
Tb PFK inh = qHTS Assay to Find Inhibitors of T. brucei phosphofructokinase; ATP-dependent 6-phosphofructokinase (Trypanosoma brucei brucei), O15648; T. brucei PFK, ADP-Glo luminescence; Potency, µM (doses to about 57.5 µM), for inactives: at the highest dose activity, negative = inhibition, actives largely listed as inhibitors; 330,000 compounds, 0.17% hits; AID 485367, 2010;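 note: potency is the fitted concentration of half-maximal effect; 0% = uninhibited 1x PFK enzyme wells and -100% = no-enzyme wells; nearly all actives have a fitted effect of over 60% in size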
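PFK 1.25 nM, F6P 0.5 mM, ATP 0.1 mM, 0.1 M TEA pH 8.0, 5 mM MgCl2, 0.01% Tween20, 0.1% BSA; 45 min RT. ADP-Glo readout. qHTS titration up to 57 uM; curves fitted, compounds curve-classed.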
PTAP TSG101 blk = qHTS Assay for Iinhibitors of HIV-1 Budding by Blocking the Interaction of PTAP/TSG101; Tumor susceptibility gene 101 protein (Homo sapiens), Q99816; Fluorescence polarization, FITC-PTAP peptide / Tsg101 binding; Potency, µM (top dose mostly 115 µM), for the others: at the highest dose activity change, negative = inhibition, usual class: inhibitors; 340,000 tested, under 10 active; AID 493005, 2010; active = well fitted inhibition curve with a large enough effect in the main read-out, with a control signal flat, not every such curve was filed as active; inconclusive = small, poorly fitted or top-dose-only effect, or effect the other way, or a change in a side signal; inactive = no such curve, though single readings can be large or run the other way; note: potency is the fitted concentration of half-maximal effect; % of control where 0% means no effect
Target sequence (Q99816 whole entry, looked up): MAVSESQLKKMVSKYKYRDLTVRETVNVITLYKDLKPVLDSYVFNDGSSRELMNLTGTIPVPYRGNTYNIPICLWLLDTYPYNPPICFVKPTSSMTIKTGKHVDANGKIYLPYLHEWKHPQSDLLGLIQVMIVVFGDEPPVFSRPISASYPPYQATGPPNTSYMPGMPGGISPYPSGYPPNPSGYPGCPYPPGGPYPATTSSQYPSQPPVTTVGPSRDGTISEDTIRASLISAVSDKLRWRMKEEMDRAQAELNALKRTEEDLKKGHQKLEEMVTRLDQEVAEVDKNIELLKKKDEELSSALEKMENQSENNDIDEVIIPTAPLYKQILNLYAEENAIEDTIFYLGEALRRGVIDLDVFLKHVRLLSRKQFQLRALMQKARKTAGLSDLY
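Fluorescence anisotropy tracks displacement of a FITC-tagged PTAP peptide (50 nM) from the Tsg101 binding domain (10 uM), following a 20 min room-temperature incubation at pH 7.5.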
ELG1 repair inh = qHTS screen for small molecules that inhibit ELG1-dependent DNA repair in human embryonic kidney (HEK293T) cells expressing luciferase-tagged ELG1; HEK293T ELG1-luciferase reporter, luminescence, 16 h; DNA damage induced by 5-fluorouridine; Potency, µM (titrated, usually from 46.1 µM), for the others: at the top dose activity change, negative = inhibition, hits mostly inhibitors; 330,000 compounds, 2.3% hits; AID 504467, 2011; note: potency is the fitted concentration of half-maximal effect; % is set by controls: 0 for no effect and ±100 for the full control effect; nearly all actives have a fitted effect of over 55% in size
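HEK293T cells expressing luciferase-tagged ELG1 (2,000/well) received 5-Fluorouridine plus compound or DMSO for 16 hr at 37 °C. Luciferase was read by ONE-Glo luminescence after 30 min at room temperature.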
TCR activator = Activators of T cell receptors: qHTS campaign | primary human leukocytes, anti-CD3, IL-2 HTRF, 48 h | Potency, µM (series often up to 9.22 µM), for the others: at the top dose activation of IL-2 secretion, usual class: activators | 330,000 tested, under 10 active; note: % of control where 0% means no effect
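IL-2 produced over 48 hr by a-CD3 bead-stimulated primary human leukocytes exposed to compounds was detected with a homogeneous time-resolved FRET immunoassay, 665nm acceptor signal after 320nm excitation.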
Mito fusion act = qHTS Assay for Small Molecule Inhibitors of Mitochondrial Division or Activators of Mitochondrial Fusion | S. cerevisiae fusion-defective mutant growth rescue, CellTiterGlo 48 h | Potency, µM (top dose mostly 46.1 µM), inactives show top-dose growth rescue (activation), actives largely listed as activators | 320,000 compounds, 0.23% hits | AID 485298, 2010;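 note: potency is the fitted concentration of half-maximal effect; % of control where 0% means no effect; nearly all actives have a fitted effect of over 45% in size; temperature-sensitive fusion mutants such as fzo1-1 at 37 °C on non-fermentable ethanol glycerol medium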
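Compounds are tested for their ability to restore growth of mitochondrial fusion-defective yeast strains at non-permissive 37C in YPEG medium over 48 hours. Viability is quantified by luciferase luminescence.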
* marks the source's active call; other numbers are inactive results; ? = inconclusive; . = no result given; [ ] = another dose, or the depositor's remark. Unless noted, calls come from the whole dose curve; as a rule, active = well fitted curve in the direction sought with a large enough effect; inconclusive = small, poorly fitted or top-dose-only effect, or another doubt; inactive = no such curve, though single readings can be large; an effect the other way counts as inactive or inconclusive.

The line under a structure holds: TSHR antag, Tb PFK inh, Chronic BCR inh, AT treatment, Eya2 phos inh, TCR activator, Mito fusion act, ASM inhibitor, ELG1 repair inh, PTAP TSG101 blk, Integrin act MD
> O=C(Cc1cccs1)Nc1ccccc1NC(=O)Cc1cccs1
  -5, 1%, ?, -1%, -15%, -5%, 2%, 3%, 0%, -3%, 5%
> O=C(NC1CCC(c2ccccc2)CC1)c1cccnc1 (centres undefined)
  28, -22%, 1%, -5%, 0%, 0%, 21%, 6%, -17%, -6%, 0%
> Cc1cccc(N2C(=O)SC(N(CC(=O)O)c3cccc(C)c3)C2=O)c1 (centres undefined)
  8, 4%, ?, 1%, 4%, -36%, -4%, -1%, 24%, -5%, 2%
> COCC(=O)N1CCCC(C(=O)c2ccc(C(F)(F)F)cc2)C1 (centres undefined)
  -1, -2%, 3%, 6%, -6%, 0%, 3%, -3%, 1%, -2%, 25%
> CCOC(CNC(=O)c1ccc2nc(N3CCC(C)CC3)sc2c1)OCC
  -11, 1%, ?, 4%, -12%, -4%, -2%, -1%, ?, -5%, -44%
> NC(=O)C1=NOC(CNc2ncc(C(F)(F)F)cc2Cl)C1 (centres undefined)
  6, 2%, ?, -3%, 23%, 2%, -2%, 1%, ?, -4%, 3%
> CCN(CC)S(=O)(=O)c1cccc(NC(=O)c2ccccc2Br)c1
  -3, -2%, 0%, 1%, 0%, 6%, -2%, -2%, ?, 2%, -12%
> O=C(CSc1nnc(Cc2ccccc2)c(=O)[nH]1)Nc1ccccc1
  1, 0%, 12%, 8%, 2%, -8%, -4%, 1%, 11%, -2%, 4%
> Cc1nc(N/N=C/c2ccc(O)cc2)c2cnn(-c3ccccc3)c2n1
  -12, 0%, 2%, 4%, -8%, -1%, 23%, 110%[activator], -22%, 1%, ?
> Cc1ccc(NC(=O)CN(C)C(=O)Nc2ccc(C)cc2)cc1
  -5, 0%, ?, 5%, -21%, -6%, 0%, -12%, ?, -1%, 2%
> CC(C)CC(=O)Nc1c2c(nn1-c1ccc(F)cc1)CS(=O)C2 (centres undefined)
  -6, -1%, 4%, -3%, -9%, -8%, -5%, 1%, 0%, 1%, -20%
> O=C(CN1CCC(n2nnc3cc(F)ccc32)CC1)N1CCCc2ccccc21
  -4, 3%, -8%, 18%, 15%[15.4 µM], -1%, 4%, -1%, ?, -1%, -27%
> COC(=O)c1c(NC(=O)c2ccccc2F)sc2c1C(C(=O)OC)CC2 (centres undefined)
  -23, 0%, -2%, 5%, 8%, 2%, 2%, 10%, -3%, -1%, -11%
> Cc1ccc(N(CC(=O)NCc2ccco2)C(=O)CCC(=O)Nc2ccccn2)cc1C
  4, 1%, ?, 2%, 21%, 1%, 2%, 5%, 4%, 1%, -11%
> FC(F)(F)c1cc(-c2ccco2)nc(-n2cnc3ccccc32)n1
  10, 1%, -1%, -2%, 13%, 2%, 0%, -6%, 10%, 0%, 7%
> CC(=O)OCn1nnc2ccccc2c1=O
  7, -1%, -11%, 4%, -7%, -1%[46.1 µM], 3%, -1%, 3%, -2%, -10%
> CN(/N=C/c1ccc(-c2ccc([N+](=O)[O-])cc2)o1)c1ccccc1
  2, -6%, 0%, 4%, -14%, 4%, 1%, -16%, -6%, -6%, 16%
> CC(=O)c1cccc(NC(=S)NC(=O)c2ccc(Br)cc2)c1
  7, 5%, 12%, 3%, -4%, 2%[46.1 µM], -3%, -2%, ?, -1%, -39%
> O=C(O)C1CCN(C(=O)c2ccc(Cl)cc2)CC1
  7, -5%, ?, 1%, -34%, 0%, 1%, 2%, 4%, -1%, -12%
> COc1cc(C(=O)NCCC(=O)N2CCN(C)CC2)cc(OC)c1OC
  5, 0%, -12%, 4%, -8%, ., -9%, 3%, ?, -1%, -3%
> COc1cc(C(=O)Nc2nnc(CC(C)C)s2)c([N+](=O)[O-])cc1OC
  -7, -1%, -2%, -3%, -7%, -4%, 0%, -4%, -12%, -4%, 9%
> COc1ccccc1/C=C/C(=O)c1ccccc1
  -11, -5%, ?, -1%, -22%, 0%, -44%[inhibitor], -1%, ?, -8%, -22%
> O=C(CSc1nnc(CNC(=O)c2ccco2)o1)Nc1cccc(Cl)c1
  4, -10%, 0%, -2%, ?, 1%, -14%, -1%, 6%, -3%, 13%
> CCN(c1ccccc1)S(=O)(=O)c1ccc(C(=O)OC(C)C(=O)NCCC2=CCCCC2)cc1 (centres undefined)
  -6, 11%, -3%, 1%, -3%, 3%[46.1 µM], 15%, 2%, ?, -5%, -25%
> CCOC(=O)C(=O)N1CCN(c2ccccc2OC)CC1
  19, -3%, -24%, 4%, -27%, ., 6%, 1%, 15%, -1%, 8%
> COc1ccccc1-c1c(C(F)(F)F)oc2cc(OC(=O)c3cccc([N+](=O)[O-])c3C)ccc2c1=O
  39, 7%, 3%, -5%, -4%, 5%, -2%, -1%, -3%, -4%, -13%
> COC(=O)C1C(c2ccc(OC)cc2)C(C(=O)OC)S(=O)(=O)C(CCN2CCCCC2)S1(=O)=O (centres undefined)
  0, 0%, 4%, 2%, 1%, ., 8%, 0%, 3%, -3%, -11%
> COC(=O)Nc1ccc(S(=O)(=O)N2CCCC(C(=O)N3CCCCC3)C2)cc1 (centres undefined)
  -4, 6%, 1%, 7%, 4%, 2%, 2%, -4%, ?, 0%, 7%
> COc1cc(/C=N/NC(=O)Nc2ccccc2)ccc1OCCOc1ccccc1C
  -5, 5%, ?, -6%, -26%, 1%, 1%, -3%, 1%, -1%, -31%
> O=C(Cc1ccccc1)NNc1ccc2ccccc2c1
  0, 0%, ?, -6%, -10%, 5%, 3%, -2%, -3%, -4%, -37%
> O=C(NNC(=O)c1cc2cc(OC(F)(F)F)ccc2[nH]1)c1ccc(Cl)cc1
  -8, 0%, ?, 2%, 3%, 0%, -3%, -1%, -10%, 0%, 7%
> Cc1cc(C)c(C#N)c(Nc2ccccc2F)n1
  0, -5%, 3%, 6%, -8%, -2%, -3%, 2%, -3%, -3%, -6%
> Cc1ccc(NC(=O)CCN2C(=O)NC3(CCCC3)C2=O)cc1S(=O)(=O)N1CCOCC1
  -5, 1%, -3%, -10%, 5%, 1%, -4%, 5%, 8%, -3%, -3%
> COc1ccc(NS(=O)(=O)c2cc(NC(=O)CCNC(C)=O)ccc2N2CCCCC2)cc1
  -21, -14%, ?, 6%, -6%, 1%, -4%, -3%, 9%, 1%, ?
> O=[N+]([O-])c1cc(Cl)ccc1Nc1ccccc1
  4, 1%, ?, -8%, -6%, 8%, 0%, -14%, 3%, -5%, -11%
> Cc1ccc(CN(C)C(=O)CN2C(=O)NC3(CCCc4ccccc43)C2=O)c(C)c1 (centres undefined)
  1, 0%, ?, -5%, 0%, ., 5%, -6%, -17%, -8%, -12%
> O=C(c1ccccc1)N1CCN(CC#Cc2ccccc2)CC1
  -4, -3%, ?, -11%, 2%, 0%, -2%, 6%, ?, -1%, 24%
> Cn1c(=O)c2c(nc(SCC(=O)NCC3CCCO3)n2C)n(C)c1=O (centres undefined)
  10, 2%, 20%, -1%, 0%, 3%, -2%, 0%, 0%, -14%, -13%
> COc1ccc(NC(=O)C2Cc3ccccc3O/C2=N\O)cc1 (centres undefined)
  2, 3%, 1%, 0%, 6%, -4%, 6%, 1%, ?, -1%, 13%
> CCOc1ccc(C(=O)NCc2ccncc2)cc1
  -4, 4%, 1%, 8%, 3%, -4%, 0%, 5%, 3%, -6%, -16%

Source: PubChem (National Center for Advancing Translational Sciences (NCATS))
